TDP1 inh: inhibitors of human tyrosyl-DNA phosphodiesterase TDP1. Q9NUW8. recombinant TDP1, AlphaScreen DNA substrate cleavage. Potency, µM (highest dose often 130 µM), for inactives: at the top dose activity change, negative = inhibition, actives largely listed as inhibitors. hit rate 0.28% among 350,000; also: nearly all actives have a fitted effect of over 40% in size
Target sequence (Q9NUW8 whole entry, looked up): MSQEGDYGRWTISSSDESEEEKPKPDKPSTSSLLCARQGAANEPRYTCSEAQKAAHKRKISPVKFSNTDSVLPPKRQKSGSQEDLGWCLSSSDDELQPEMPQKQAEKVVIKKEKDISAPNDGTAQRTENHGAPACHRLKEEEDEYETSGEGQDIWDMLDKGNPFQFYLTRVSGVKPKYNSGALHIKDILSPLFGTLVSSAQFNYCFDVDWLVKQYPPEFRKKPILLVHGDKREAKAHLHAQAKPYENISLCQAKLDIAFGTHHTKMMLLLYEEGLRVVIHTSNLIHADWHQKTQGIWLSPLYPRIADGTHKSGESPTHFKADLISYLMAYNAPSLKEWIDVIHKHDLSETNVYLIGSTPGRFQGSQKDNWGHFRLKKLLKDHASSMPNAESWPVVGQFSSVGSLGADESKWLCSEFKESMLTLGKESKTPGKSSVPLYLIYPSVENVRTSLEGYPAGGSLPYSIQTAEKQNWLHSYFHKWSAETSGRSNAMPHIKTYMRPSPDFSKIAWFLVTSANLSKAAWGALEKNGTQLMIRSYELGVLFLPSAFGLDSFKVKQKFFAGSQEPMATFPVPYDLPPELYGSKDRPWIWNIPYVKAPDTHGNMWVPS
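AlphaScreen read-out: signal falls as enzyme removes the 3' tyrosine-FITC from a 5'-biotinylated DNA oligo (15 nM, 5 min, RT). Enzyme was E. coli-made recombinant Tdp1 at 1 nM, exposed to compound for 15 min beforehand; beads 10 ug/ml, 10 min.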
FEN1 inh: inhibitors of human flap endonuclease 1. P39748. Recombinant FEN1 flap cleavage, fluorescence, 15 min. hit rate 0.35% among 390,000. Potency, µM (top dose mostly 114 µM), without a hit: top-dose activity change, negative = inhibition, most hits filed as inhibitors; also: nearly all actives have a fitted effect of over 65% in size
Target sequence (P39748 whole entry, looked up): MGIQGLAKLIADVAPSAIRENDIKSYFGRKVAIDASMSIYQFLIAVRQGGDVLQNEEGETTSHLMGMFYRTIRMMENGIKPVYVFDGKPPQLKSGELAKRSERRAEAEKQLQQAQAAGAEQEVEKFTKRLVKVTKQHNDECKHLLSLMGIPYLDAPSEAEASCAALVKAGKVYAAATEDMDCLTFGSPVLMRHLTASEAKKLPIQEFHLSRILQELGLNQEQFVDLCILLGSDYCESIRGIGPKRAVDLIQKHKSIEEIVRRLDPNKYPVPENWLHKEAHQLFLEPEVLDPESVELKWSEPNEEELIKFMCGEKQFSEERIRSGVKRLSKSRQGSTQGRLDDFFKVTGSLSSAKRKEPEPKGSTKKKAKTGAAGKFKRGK
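Read-out was taken twice, immediately and after 15 min, following addition of 50 nM substrate to 10 nM FEN1 that had sat with test compound for 15 min at room temperature. Curves came from a four-parameter Hill model.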
N370S GC: inhibitors or activators of N370S glucocerebrosidase for Gaucher disease; N370S GC spleen homogenate, 4MU-glucoside fluorescence; Potency, µM (top dose mostly 59.4 µM), for the others: at the highest dose activity change, negative = inhibition, actives largely listed as inhibitors; hit rate 0.092% among 330,000; AID 2101;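 also: 0% = full enzyme activity and -100% = no enzyme basal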
* hit, by the source's call; u = inconclusive; x = no result given; & = joins results of further samples; [ ] = another dose, or the depositor's remark. Calls follow the shape of the dose curve; as a rule, active = well fitted curve in the direction sought with a large enough effect; inconclusive = small, poorly fitted or top-dose-only effect, or another doubt; inactive = no such curve, though single readings can be large; an effect the other way counts as inactive or inconclusive. Unless noted, % is scaled to controls: 0 for no effect and ±100 for the full control effect; potency is read from the fitted curve at half-maximal effect.

cpd	SMILES	N370S GC	TDP1 inh	FEN1 inh
1	O=C(CSc1ccc(F)cc1)NCCc1ccc(Cl)cc1	-5%	x	-17%
2	COc1cccc(NC(=O)CSc2nnc3cc(C)nc(N)n23)c1	2%	6%	4%
3	O=C(NN=C1CCN(Cc2ccccc2)CC1)c1cc(Br)ccc1O	-14%	8%	-1%
4	CCOC(=O)C1CCN(C2=NC(=O)/C(=C/c3ccc(OC)c(OC)c3)S2)CC1	6%	x	0%
5	CCOc1ccc(NC(=S)NC(=O)/C=C/c2ccc(OC)c(OC)c2)c([N+](=O)[O-])c1	-3%	-4%	-15%
6	COC(=O)c1ccccc1N=Nc1c(N)[nH][nH]c1=O	-12%	8%	-36%
7	COC(=O)c1cc(C(=O)OCC(=O)NCc2cccs2)cc([N+](=O)[O-])c1	x	2%	-7%
8	N#Cc1c2c(c(NCCOCCO)n3c1nc1ccccc13)CCCC2	-24%	4%	-9%
9	CCC(Sc1nccn1C)C(=O)Nc1ccc(Cl)cn1 (stereo not given)	-29%	-3%	-13%
10	Cn1cc(CN(Cc2ccccn2)C[C@@H]2CCC(=O)N2)c(-c2ccccc2F)n1	4%	5%	-1%

The list goes on:
cpd	SMILES	N370S GC	TDP1 inh	FEN1 inh
11	Cc1ccc(NC(=O)CCS(=O)(=O)c2ccc3nc(C)sc3c2)cc1	-3%	0%	-16%&10%
12	O=C(O)COc1ccccc1/C=N/NC(=O)c1cc(-c2ccc(Cl)cc2)nc2ccccc12	7%	x	u
13	Cn1c(SCC(=O)NC(=O)Cc2ccccc2)nnc1-c1ccc(F)cc1	x	2%	-3%
14	Cc1cc(C)cc(OCC(=O)OCc2cc([N+](=O)[O-])cc3c2OCOC3)c1	x	0%	-1%
15	CCCCSC1(SCCCC)N=C(N)C2(C#N)C(c3ccccc3)NC(C)=CC12C#N (stereo not given)	4%	5%	12%
16	CC1CN(S(=O)(=O)c2ccc(F)cc2)C(C)N1C(=O)N1CCOCC1 (stereo not given)	-10%	x	9%
17	CCOC(=O)c1sc(NC(=O)c2ccccc2)cc1C	5%	1%	-1%
18	CCOc1ccccc1N(CC(=O)NCCSc1ccccc1)S(=O)(=O)c1ccccc1	x	-3%[12.3 µM]	-21%
19	CCOc1ccc(Cn2c(CNS(=O)(=O)c3ccc(Cl)s3)nc3cccnc32)cc1	x	5%	18%
20	CCC(C)NS(=O)(=O)c1cc2c3c(c1)CCC(=O)N3CCC2 (stereo not given)	-15%	4%	20%

Continuation:
cpd	SMILES	N370S GC	TDP1 inh	FEN1 inh
21	CCCCC(C(=O)NC1CCCC1)N(C(=O)c1snc(C(N)=O)c1N)c1ccc(OCC)cc1 (stereo not given)	-6%	1%	-15%
22	O=C(NC1CCCC1)C(c1ccccc1)N(C(=O)c1ccno1)c1cccnc1 (stereo not given)	4%	0%	-3%
23	COc1ccccc1C(=O)Nc1cccc(S(=O)(=O)N2CCCC2)c1	7%	-3%	-2%
24	O=C(CSCc1ccccc1)N1CCN(C(=O)c2ccco2)CC1	-13%	-2%	-3%
25	COc1ccccc1N1CCN(C2CCCC(C)C2)CC1 (stereo not given)	-4%	0%	-11%
26	Cc1cccc(C(=O)NNC(=O)c2ccc(NC(=O)C(C)(C)C)cc2)c1	-16%	x	-3%
27	CCN(CC)C(=O)[C@H]1CC(CC(=O)NCCCOC)C(=O)N2CCc3c([nH]c4ccccc34)[C@]12C (stereo not given in full)	x	0%	-15%
28	Cc1ccc(Sc2ncccc2C(=O)O)cc1	3%	0%	-13%
29	COc1ccccc1C(=O)N/C(=C\c1ccc(Br)cc1)C(=O)NCC(=O)O	18%	0%	0%
30	COc1ccc(CN2CC(C(=O)NCCC3=CCCCC3)CC2=O)cc1 (stereo not given)	-3%	2%	8%

Copied from above, entries 26 to 30
cpd	SMILES	N370S GC	TDP1 inh	FEN1 inh
26	Cc1cccc(C(=O)NNC(=O)c2ccc(NC(=O)C(C)(C)C)cc2)c1	-16%	x	-3%
27	CCN(CC)C(=O)[C@H]1CC(CC(=O)NCCCOC)C(=O)N2CCc3c([nH]c4ccccc34)[C@]12C (stereo not given in full)	x	0%	-15%
28	Cc1ccc(Sc2ncccc2C(=O)O)cc1	3%	0%	-13%
29	COc1ccccc1C(=O)N/C(=C\c1ccc(Br)cc1)C(=O)NCC(=O)O	18%	0%	0%
30	COc1ccc(CN2CC(C(=O)NCCC3=CCCCC3)CC2=O)cc1 (stereo not given)	-3%	2%	8%

New compounds follow.
cpd	SMILES	N370S GC	TDP1 inh	FEN1 inh
31	CCn1c(SCC(=O)Nc2ccc(C)cc2)nc(O)cc1=O	12%	x	11%
32	OC(Cn1cncn1)(c1ccc(F)cc1)c1ccc(Cl)cc1 (stereo not given)	-4%	x	-9%
33	CCOC(=O)C(CC)n1nc(C)n2c(cc3sccc32)c1=O (stereo not given)	20%	3%	14%
34	C(=C\c1nccc2c1[nH]c1ccccc12)/c1ccccc1	u	1%	u
35	CCCCNS(=O)(=O)c1ccc2nc(SCC(=O)Nc3ccccc3Cl)[nH]c2c1	-7%	3%	8%
36	O=C(C[n+]1ccccc1)N/N=C/c1ccccc1Cl	x	0%	19%
37	Cc1cccc(-n2c(C)cc(C(=O)C(=O)Nc3nncs3)c2C)c1	x	9%	17%
38	O=C(Nc1ccccc1C(F)(F)F)Nc1cccc2ccccc12	-6%	4%	-7%
39	O=C(CN1CCCCC1)N1c2ccccc2Sc2ccc(C(F)(F)F)cc21	-2%	4%[56.1 µM]	-5%
40	CC(=O)C1=C(O)C(=O)N(c2ccc(C(=O)O)cc2)C1c1ccccc1 (stereo not given)	-17%	-3%	1%

Continued.
cpd	SMILES	N370S GC	TDP1 inh	FEN1 inh
41	Cc1ccc(NC(=O)C2CCCN(S(=O)(=O)c3c(C)n[nH]c3C)C2)c(C)c1 (stereo not given)	x	-7%	-13%
42	CCCNC(=O)c1c(C)cc(=O)oc1C	-18%	-2%	-1%
43	COc1ccc(C(=O)Nc2ccc3nc4c(c(Nc5ccccc5OC)c3c2)CCCC4)c(OC)c1	x	12%	-5%
44	Cc1ccc2[nH]c(=O)c(CN(CCCN3CCOCC3)C(=O)Nc3ccc(Cl)cc3)cc2c1	u	-8%	-9%
45	CCc1ccc(-n2c(SCc3ccccc3C)nc3[nH]ncc3c2=O)cc1	x	8%	-22%
46	COc1ccc2nc(NC(=O)c3ccccc3C(=O)O)sc2c1	-3%	x	2%
47	CCn1cc(C(=O)NCC(OC)OC)c(=O)c2cc(S(=O)(=O)N3CCCC3)ccc21	1%	2%	-8%
48	CC(C)C[C@@H](CO)N1CCN(Cc2ccccc2)CCC1=O	0%	x	-9%&-2%&-2%
49	C[C@H](CO)N1C[C@H](C)[C@@H](CN(C)C(=O)Nc2ccc(C(F)(F)F)cc2)Oc2ccc(NS(=O)(=O)c3ccc(F)cc3)cc2C1=O	x	1%	u
50	CCOC(=O)c1cc(-c2ccc(C)cc2)n(CCC(=O)NCCc2ccc(C)cc2)c1C	x	-1%	10%

(continued)
cpd	SMILES	N370S GC	TDP1 inh	FEN1 inh
51	OC(COc1ccccc1)CN1C2=NCCCN2c2ccccc21 (stereo not given)	-10%	-1%	-4%
52	CC1CCCCN1C(=S)NC(=O)c1cc(Br)ccc1Cl (stereo not given)	x	2%	20%
53	N[C@H](C(=O)O)C(O)C(O)C(O)CO (stereo not given in full)	14%	7%[56.1 µM]	x
54	Cc1ccc(NC(=O)/C(C#N)=C/c2ccc(C(C)C)cc2)cc1C	x	-2%[12.3 µM]	14%
55	CCN(C1CCCCC1)S(=O)(=O)c1ccc(-n2cnnn2)c(C)c1	-8%	-4%	-3%
56	O=C(Cc1cccs1)N(c1ccc(F)cc1)C1(C(=O)NC2CCCCC2)CCCC1	-10%	8%	9%
57	CN(C)c1cccc(C(=O)OCC(=O)N2CCc3ccccc3C2)c1	4%	2%	10%
58	COc1ccc(-c2nc(CS(=O)(=O)CC(=O)NC3CCC(C)CC3)c(C)o2)cc1 (stereo not given)	-18%	11%	-7%
59	O=C1c2ccccc2-c2nc3ccccc3nc21	3%	5%	u
60	Cc1ccccc1OCCC(=O)OCC(=O)Nc1c(C)nn(-c2ccccc2)c1C	-26%	-3%	8%

Next entries follow.
cpd	SMILES	N370S GC	TDP1 inh	FEN1 inh
61	CCOc1ccc(N(Cc2cc3cc(C)ccc3[nH]c2=O)S(=O)(=O)c2ccccc2)cc1	1%	3%	-8%
62	COc1ccccc1N1CCN(c2csc3ccc(Cl)cc3c2=O)CC1	x	5%	9%
63	COc1ccc(C2CCCN2C(=S)Nc2ccccc2C)cc1OC (stereo not given)	-5%	1%	1%
64	CC(=O)c1c(C)cc(C)c(CSc2nnc(-c3ccco3)o2)c1C	4%	7%	2%
65	CCN1CCN(C(=O)N[C@H](C(=O)N[C@@H]2C(=O)N3[C@@H]2SC(C)(C)[C@@H]3C(=O)O)c2ccccc2)C(=O)C1=O	-1%[21.6 µM]	3%[21 µM]	x
66	COc1ccc(N2CCN(C(=O)c3ccc(CNS(=O)(=O)c4cccc(OC)c4)cc3)CC2)cc1	-9%	7%	-11%
67	COc1ccc(-c2oc(=O)c3cc(OC)c(OC)cc3c2C#CC2(O)CCCCC2)cc1	x	1%	-9%
68	O=C(Cn1nc(-c2ccc(Cl)cc2)ccc1=O)NCC1CCCO1 (stereo not given)	-6%	9%	1%
69	COc1ccc(CC(=O)N/N=C(\C)CC(=O)Nc2ccc3c(c2)OCCO3)cc1OC	-3%	2%[0.0935 µM]	0%
70	CC1(C)Cc2cccc(OCC(=O)OCC(=O)Nc3ccc(C(N)=O)cc3)c2O1	-12%	x	3%

Following part
cpd	SMILES	N370S GC	TDP1 inh	FEN1 inh
71	COC(=O)c1cc(NC(=O)Cc2ccccc2[N+](=O)[O-])cc(C(=O)OC)c1	-11%	3%	5%
72	Cc1cccc(N2CCN(C(=O)CNC(=O)c3ccccc3)CC2)c1C	-10%	x	-1%
73	COc1ccc2oc(C(=O)N(C)CCOc3ccccc3)c(C)c2c1	8%	-6%	-17%
74	O=c1[nH]cnc2nc(-c3ccccc3)c(-c3ccccc3)nc12	u	5%	-9%
75	O=C(NCc1ccccc1Cl)c1cc2ccccc2oc1=O	6%	x	-7%
76	CCC1=C(OC(=O)N(CC)CC)N2C(=O)OC(=NCCc3c[nH]c4ccccc34)[C@]2(Cc2ccccc2)[C@H]2C1=CC[C@H]1C(=O)N(C)C(=O)[C@H]12	-10%&11%	14%&2%	-12%
77	Cc1ccc(CSc2nc3c(c(N(C)C)n2)CCCC3)cc1	7%	-5%	-1%
78	COc1ccc(-n2nnnc2SCC(=O)Nc2nc3c(s2)CCCC3)cc1	2%	10%	-6%
79	O=C(NC12CC3CC(CC(C3)C1)C2)c1ccc(=O)oc1	2%	-5%	-5%
80	COC(=O)c1c[nH]n2c(=O)c(Cl)c(C)nc12	-7%	-3%	-10%

(continued)
cpd	SMILES	N370S GC	TDP1 inh	FEN1 inh
81	COc1cc(C(=O)C(=O)c2ccc(O)c(OC)c2)ccc1O	-22%	x	6%
82	CCOC(=O)N1CCN(C(=O)c2cc(-c3ccncc3)nc3ccccc23)CC1	-2%	0%	-1%
83	CCN(CC(=O)Nc1ccccc1OC)C(=O)c1ccc2[nH]c3c(c2c1)CC(C)CC3 (stereo not given)	x	6%	-23%
84	Cc1ccc(-n2ncc3c(=O)n(Cc4cccc(Cl)c4)cnc32)cc1C	x	3%	-7%
85	Cc1nnc(-c2ccc(Oc3ccc(C)c(C)c3)c([N+](=O)[O-])c2)o1	2%	4%	6%
86	CCc1ccccc1NC(=S)N1CCN(c2cccc(OC)c2)CC1	-1%	x	0%
87	CCN(CC)S(=O)(=O)c1ccc(N2CCOCC2)c(NC(=O)c2ccc(=O)[nH]c2)c1	x	0%	0%
88	Cc1cc(NC(=O)c2cccc(S(=O)(=O)N3CCCCC3)c2)no1	-7%	1%	-1%
89	Cc1ccc(/C=N/Nc2ccc(Cl)c(C(=O)O)c2)s1	-14%	-6%	4%
90	CCCn1cc(CN2CCC(n3nccc3NC(=O)c3ccc4c(c3)OCO4)CC2)c(C)n1	2%	1%	-5%

Going on with the list:
cpd	SMILES	N370S GC	TDP1 inh	FEN1 inh
91	CC[C@@H](C)CN1C(=O)N[C@@H](c2ccccc2)C(C(C)=O)=C1C	6%[12.8 µM]	15%[12.3 µM]	0%
92	OCC1OC(n2cnc3c(Cl)ncnc32)C(O)C1O (stereo not given)	6%	4%	x
93	COc1ccc(-n2cccc2/C=C/[N+](=O)[O-])cc1	0%	11%	6%
94	Cc1ccc(Nc2nc(N)nc(CN3CCN(C)CC3)n2)cc1C	-23%	4%	x
95	CC(=O)CSc1ccc(-c2nc3ccccc3[nH]2)cn1	-8%	x	4%
96	Cc1cc(=O)n(CC(=O)NCCN2CCOCC2)c2c1c(C)nn2-c1ccccc1	1%	2%	19%
97	CCCCN(C(=O)C1CC(=O)N(Cc2ccc(C)cc2)C1)c1c(N)n(CCCC)c(=O)[nH]c1=O (stereo not given)	-6%	4%	8%
98	COc1cc(/C=C2\CCCc3c2nc2ccccc2c3C(=O)O)cc([N+](=O)[O-])c1O	-10%	u	u

Copied from the list.
Result of entry 98 in N370S GC: -10%
Result of entry 93 in FEN1 inh: 6%
Result of entry 96 in N370S GC: 1%
Result of entry 97 in N370S GC: -6%

Compound activity as filed in PubChem BioAssay.
